SF1 activator: activators of human SF-1, primary screen, cell-based, CHO-K1, Gal4-SF-1 LBD, luciferase luminescence; activation, % at 10 µM; actives 1.9% (n = 65,000); Steroidogenic factor 1 (Homo sapiens), Q13285; AID 522, 2006; CHO-K1 Gal4-SF-1 LBD luciferase reporter; % increase over DMSO SF-1-specific signal;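 active = activation above the mean activation of all tested compounds plus 3 SD, cut at about 50% in these data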
Target sequence (Q13285 whole entry, looked up, the tested form may be a part): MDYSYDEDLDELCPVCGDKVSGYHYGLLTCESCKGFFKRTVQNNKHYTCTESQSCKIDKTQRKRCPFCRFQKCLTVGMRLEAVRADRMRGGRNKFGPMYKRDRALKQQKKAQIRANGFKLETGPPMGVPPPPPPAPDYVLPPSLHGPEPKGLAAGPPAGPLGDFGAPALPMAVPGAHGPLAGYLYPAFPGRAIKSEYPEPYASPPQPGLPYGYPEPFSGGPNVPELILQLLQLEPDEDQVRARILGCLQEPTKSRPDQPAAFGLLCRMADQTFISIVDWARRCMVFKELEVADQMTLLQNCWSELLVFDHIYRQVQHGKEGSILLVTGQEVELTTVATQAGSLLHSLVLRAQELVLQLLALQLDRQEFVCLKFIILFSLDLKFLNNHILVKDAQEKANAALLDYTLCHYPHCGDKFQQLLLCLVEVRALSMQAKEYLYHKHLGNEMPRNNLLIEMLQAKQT
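Assay system: CHO-K1 cells co-transfected with Gal4 DBD–human SF-1 LBD, 5xGal4 luciferase reporter; doses: 10 µM only; incubation: 20 h compound exposure at 37 °C after 1 h cell settling; signal: luciferase light emission; evaluation: percent activation versus DMSO; repeats: one test per compound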
MMP13 inh: human MMP13 inhibitors, primary screen, biochemical, FRET peptide cleavage; actives 0.07% (n = 65,000); AID 570, 2006; MMP-13 fTHP FRET cleavage, Mca fluorescence; Collagenase 3 (Homo sapiens), P45452; inhibition, % at 4 µM;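 active = inhibition above the mean of compound-free control plate wells plus 3 SD, cut at about 14% in these data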;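 note: 0% = DMSO wells and 100% = wells with reference MMP-13 inhibitor after basal subtraction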
5HT1E ag: 5-HT1E receptor agonists, primary screen, cell-based, HTS; 5-hydroxytryptamine receptor 1E (Homo sapiens), P28566; CHO 5-HT1E Ga15 NFAT-bla reporter, FRET; 0% DMSO wells, 100% control agonist wells; activation, % at 6 µM; actives 0.69% (n = 65,000); AID 574, 2007;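 active = activation above a set limit, the screen-wide mean activation plus 3 SD, cut at about 8.5% in these data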;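 note: 100% = positive control agonist at 1 µM giving full maximal response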
5HT1a antag: human 5-HT1a receptor antagonists, primary screen, cell-based, CHO, Ga15 NFAT-bla reporter. 5-hydroxytryptamine receptor 1A (Homo sapiens), P08908. CHO 5-HT1a Ga15 NFAT-bla reporter, antagonist mode. inhibition, % at 10 µM. actives 0.68% (n = 62,000). AID 612, 2007;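 active = inhibition above the mean of all tested compounds plus 3 SD, cut at about 43% in these data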;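 note: receptor stimulated by 5-CT agonist at 100 nM near EC80; beta-lactamase reporter measured by ratiometric fluorescence of a cleavable substrate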
HTR1A agonist: human 5-HT1a receptor agonists, primary screen, cell-based, CHO, Ga15 NFAT-bla reporter | 5-hydroxytryptamine receptor 1A (Homo sapiens), P08908 | activation, % at 10 µM | actives 0.56% (n = 65,000) | CHO 5-HT1a Ga15 NFAT-bla reporter, FRET ratio; 0% basal, 100% maximal reference agonist;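 active = activation above the screen-wide mean activation plus 3 SD, cut at about 19% in these data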;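 note: 0% = DMSO wells and 100% = 5-CT at EC100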
NADH coupling: inhibitors of PK/LDH coupling enzymes, profiling panel, artefact control, biochemical, MLSMR library | actives 0.02% (n = 65,000) | coupled PK/LDH NADH assays, four targets | IC50, µM (series often up to 10 µM), without a hit: top-dose inhibition;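 active = single-dose screening hits from any of four coupled enzyme assays that gave an IC50 when retested across doses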;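 note: the DPM-DC format reads NADH fluorescence rather than 340 nm absorbance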
RORA act: activators of orphan receptor RORA, primary screen, cell-based, luminescence; actives 1.5% (n = 65,000); activation, % at 10 µM; CHO-K1 Gal4-RORA LBD luciferase reporter; percent increase over mock-subtracted basal signal; AID 560, 2006; Nuclear receptor ROR-alpha (Homo sapiens), P35398;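 active = activation above the mean of all tested compounds plus 3 SD, cut at about 49% in these data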;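 note: 0% = DMSO-treated RORA cells and 100% = added signal equal to DMSO minus mock-transfected cells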
Target sequence (P35398 whole entry, looked up, the tested form may be a part): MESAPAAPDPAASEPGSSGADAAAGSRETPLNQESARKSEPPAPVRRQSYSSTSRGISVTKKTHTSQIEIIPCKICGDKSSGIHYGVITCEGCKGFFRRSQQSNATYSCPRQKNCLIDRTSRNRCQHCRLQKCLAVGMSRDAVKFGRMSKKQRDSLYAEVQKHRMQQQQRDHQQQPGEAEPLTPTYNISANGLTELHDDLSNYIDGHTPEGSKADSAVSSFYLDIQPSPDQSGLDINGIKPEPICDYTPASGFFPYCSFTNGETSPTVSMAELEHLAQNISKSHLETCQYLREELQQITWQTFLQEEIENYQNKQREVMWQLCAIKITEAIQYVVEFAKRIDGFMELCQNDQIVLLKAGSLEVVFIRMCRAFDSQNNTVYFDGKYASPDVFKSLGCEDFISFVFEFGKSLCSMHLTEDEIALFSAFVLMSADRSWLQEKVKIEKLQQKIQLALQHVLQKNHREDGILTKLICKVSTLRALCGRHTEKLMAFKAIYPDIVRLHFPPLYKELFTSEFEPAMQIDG
Ecoli tolC: growth inhibitors of E. coli tolC mutant, primary screen, strain BW25113 ΔtolC::kan, 384-well; OD615; growth inhibition, % at 10 µM (by protocol); actives 2.2% (n = 65,000); AID 573, 2007;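 active = growth inhibition at or above a cutoff equal to the mean over every tested compound plus 3 SD, cut at about 60% in these data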;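 note: growth measured after 20 h incubation at 37 °C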
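Material: E. coli BW25113 ΔtolC::kan, tolC deletion mutant strain. Measure: percent growth inhibition. Schedule: 37 °C, 20 h exposure. Doses: single-point testing at 10 µM. Signal: A615 absorbance measurement. Buffer or medium: kanamycin-containing LB broth (50 µg/mL).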
HTR1E antagonist: 5-HT1E receptor antagonists, primary screen, cell-based, HTS | CHO 5-HT1E Ga15 NFAT-bla reporter, FRET, antagonist | inhibition, % at 6 µM | actives 0.99% (n = 65,000);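 active = inhibition above a set limit, the mean inhibition across every tested compound plus 3 SD, cut at about 29% in these data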;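 note: signal is the 460 over 535 nm emission ratio of beta-lactamase substrate; 0% = agonist plus DMSO wells and 100% = wells without agonist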
Starred values were filed as active, the others as inactive; [ ] = another dose, or the depositor's remark. Random draw from the library, and some 7.2% of all compounds hit somewhere here.

Results for COc1ccc(-c2nc(CS(=O)(=O)CC(=O)NCCc3cc(OC)ccc3OC)c(C)o2)cc1 ?
SF1 activator: -22; MMP13 inh: 3; 5HT1E ag: 2.1; 5HT1a antag: 6; HTR1A agonist: -1.8; NADH coupling: 2%; RORA act: 5; Ecoli tolC: 10; HTR1E antagonist: 1

How did CCCn1cnc2c(c1=O)c1nc3ccccc3nc1n2Cc1ccccc1OC do in these assays?
SF1 activator: 12; MMP13 inh: 0; 5HT1E ag: -1.1; 5HT1a antag: 1; HTR1A agonist: -1.0; NADH coupling: 3%; RORA act: -16; Ecoli tolC: 2; HTR1E antagonist: 7

Results for Cc1ccc(/C=c2\s/c(=C(/C#N)C(=O)N3CCCC3)n(Cc3ccco3)c2=O)s1 ?
SF1 activator: -7; MMP13 inh: 10; 5HT1E ag: 0.1; 5HT1a antag: 4; HTR1A agonist: -0.2; NADH coupling: 2%; RORA act: -17; Ecoli tolC: 13; HTR1E antagonist: -8

What do the screens show for `COc1ccc2sc(NC(=O)c3ccco3)nc2c1`?
SF1 activator: -28; MMP13 inh: 1; 5HT1E ag: 0.2; 5HT1a antag: 11; HTR1A agonist: 0.2; NADH coupling: 6%; RORA act: -29; Ecoli tolC: 1; HTR1E antagonist: 12

What do the screens show for `CCC(C)(C)NC(=O)C(OC(=O)c1ccco1)c1ccccc1OC` (centres undefined)?
SF1 activator: 22; MMP13 inh: -2; 5HT1E ag: 0.1; 5HT1a antag: -5; HTR1A agonist: 0.3; NADH coupling: 6%; RORA act: -3; Ecoli tolC: -37; HTR1E antagonist: -4

How did COC(=O)Cn1c(=O)cnc2ccccc21 do in these assays?
SF1 activator: -4; MMP13 inh: -4; 5HT1E ag: -0.7; 5HT1a antag: 4; HTR1A agonist: 1.1; NADH coupling: 7%; RORA act: 28; Ecoli tolC: -12; HTR1E antagonist: -1

Results for NC(=O)c1ccsc1NC(=O)CSc1nc2ccccc2c(=O)n1CCCO ?
SF1 activator: 8; MMP13 inh: 1; 5HT1E ag: -0.4; 5HT1a antag: -13; HTR1A agonist: -2.0; NADH coupling: 7%; RORA act: 10; Ecoli tolC: 3; HTR1E antagonist: 9

What do the screens show for `O=C1c2ccccc2C(=O)N1Cc1nc2ccccc2c(=O)n1CCN1CCOCC1`?
SF1 activator: -10; MMP13 inh: -6; 5HT1E ag: 0.1; 5HT1a antag: 2; HTR1A agonist: -0.6; NADH coupling: 4%; RORA act: -7; Ecoli tolC: -37; HTR1E antagonist: -5

How did O=C1CC(c2ccco2)CC(O)=C1C=Nc1cc(Cl)ccc1O (centres undefined) do in these assays?
SF1 activator: -2; MMP13 inh: -2; 5HT1E ag: -0.1; HTR1A agonist: 1.6; NADH coupling: 1%; RORA act: 1; Ecoli tolC: -6; HTR1E antagonist: 14

How did CCN(CC)CCN1C(=O)C(=O)/C(=C(/O)c2ccc(OC(C)C)cc2)C1c1ccncc1 (centres undefined) do in these assays?
SF1 activator: 16; MMP13 inh: 2; 5HT1E ag: -0.9; HTR1A agonist: 3.2; NADH coupling: 4%; RORA act: -10; Ecoli tolC: -7; HTR1E antagonist: -14

Results for COc1ccc(OCc2ccc(C(=O)O)cc2)cc1 ?
SF1 activator: 64*; MMP13 inh: 3; 5HT1E ag: -0.3; 5HT1a antag: 6; HTR1A agonist: -1.1; NADH coupling: 6%; RORA act: 17; Ecoli tolC: -7; HTR1E antagonist: -3

How did Cn1c(=O)c2c(nc(CN3CCOCC3)n2CC(O)CO)n(C)c1=O (centres undefined) do in these assays?
SF1 activator: 0; MMP13 inh: -3; 5HT1E ag: -1.0; 5HT1a antag: 3; HTR1A agonist: 5.4; NADH coupling: 3%; RORA act: -4; Ecoli tolC: -23; HTR1E antagonist: -2

What do the screens show for `CN(C(=O)COC(=O)C1c2ccccc2Oc2ccccc21)C1CCS(=O)(=O)C1` (centres undefined)?
SF1 activator: -9; MMP13 inh: 0; 5HT1E ag: 0.0; 5HT1a antag: 7; HTR1A agonist: -1.6; NADH coupling: 3%; RORA act: -17; Ecoli tolC: -5; HTR1E antagonist: -2

Results for Cc1cc(C)nc(SCc2nnc(SCC(=O)N3CCCc4ccccc43)n2C)n1 ?
SF1 activator: -3; MMP13 inh: -3; 5HT1E ag: 0.9; 5HT1a antag: -8; HTR1A agonist: 0.9; NADH coupling: 7%; RORA act: 17; Ecoli tolC: -1; HTR1E antagonist: -5

What do the screens show for `CC(C)CCn1c(SCC(=O)OCn2nnc3ccccc3c2=O)nc2ccccc2c1=O`?
SF1 activator: 14; MMP13 inh: -4; 5HT1E ag: -0.5; 5HT1a antag: 2; HTR1A agonist: -2.5; NADH coupling: 5%; RORA act: -8; Ecoli tolC: 14; HTR1E antagonist: 2

How did CC(=O)N(c1cccc(C)c1)C1SC(=O)N(c2ccccc2)C1=O (centres undefined) do in these assays?
SF1 activator: -1; MMP13 inh: 5; 5HT1E ag: -1.1; 5HT1a antag: -5; HTR1A agonist: -2.7; NADH coupling: 6%; RORA act: 3; Ecoli tolC: -43; HTR1E antagonist: 0

What do the screens show for `CCc1c(C)nc2[nH]nc(-c3ccccc3C)n2c1=O`?
SF1 activator: -1; MMP13 inh: -9; 5HT1E ag: 0.0; 5HT1a antag: 10; HTR1A agonist: -0.7; NADH coupling: 4%; RORA act: 1; Ecoli tolC: -16; HTR1E antagonist: 7

What do the screens show for `Cc1ccc(Cn2c(=N)n(CC(O)c3ccco3)c3ccccc32)cc1` (centres undefined)?
SF1 activator: 4; MMP13 inh: 1; 5HT1E ag: -0.2; 5HT1a antag: 31; HTR1A agonist: -0.7; NADH coupling: 4%; RORA act: -21; Ecoli tolC: 4; HTR1E antagonist: 5

Results for O=c1c2c([nH]c3ccccc13)C(=C1CCCC1)CC2 ?
SF1 activator: -11; MMP13 inh: -19; 5HT1E ag: 0.6; 5HT1a antag: -19; HTR1A agonist: -1.2; NADH coupling: 0%[fluoresces]; RORA act: -10; Ecoli tolC: 37; HTR1E antagonist: -4

How did CCC1Oc2ccccc2N(CC(=O)NCCCN2CCCCC2CC)C1=O (centres undefined) do in these assays?
SF1 activator: -3; MMP13 inh: -2; 5HT1E ag: 0.0; 5HT1a antag: -5; HTR1A agonist: 0.0; NADH coupling: 6%; RORA act: 4; Ecoli tolC: -21; HTR1E antagonist: -7

What do the screens show for `CC1CCCC(NC(=O)CSc2nnc(N)s2)C1C` (centres undefined)?
SF1 activator: -9; MMP13 inh: -7; 5HT1E ag: 0.6; 5HT1a antag: 0; HTR1A agonist: -2.4; NADH coupling: 3%; RORA act: -19; Ecoli tolC: -24; HTR1E antagonist: -5

Results for O=[n+]1c2c(n([O-])c3cc(Br)ccc31)CCC2 ?
SF1 activator: 1; MMP13 inh: 7; 5HT1E ag: -0.4; 5HT1a antag: 4; HTR1A agonist: -3.0; NADH coupling: 5%; RORA act: 4; Ecoli tolC: 21; HTR1E antagonist: 10

Results for COC(=O)c1cccc(NC(=O)c2nn(C)c(=O)c3ccccc23)c1 ?
SF1 activator: 5; MMP13 inh: -6; 5HT1E ag: 0.1; 5HT1a antag: -11; HTR1A agonist: -1.5; NADH coupling: 4%; RORA act: -12; Ecoli tolC: -7; HTR1E antagonist: -5

Results for COc1cc(OC)cc(C(=O)Nc2ccccc2NC(C)=O)c1 ?
SF1 activator: 4; MMP13 inh: -4; 5HT1E ag: 0.7; 5HT1a antag: 2; HTR1A agonist: -0.4; NADH coupling: 5%; RORA act: -5; Ecoli tolC: -8; HTR1E antagonist: 4

Gathered by group: the entries above containing two or more sulfur atoms.
Results for Cc1ccc(/C=c2\s/c(=C(/C#N)C(=O)N3CCCC3)n(Cc3ccco3)c2=O)s1 ?
SF1 activator: -7; MMP13 inh: 10; 5HT1E ag: 0.1; 5HT1a antag: 4; HTR1A agonist: -0.2; NADH coupling: 2%; RORA act: -17; Ecoli tolC: 13; HTR1E antagonist: -8

Results for NC(=O)c1ccsc1NC(=O)CSc1nc2ccccc2c(=O)n1CCCO ?
SF1 activator: 8; MMP13 inh: 1; 5HT1E ag: -0.4; 5HT1a antag: -13; HTR1A agonist: -2.0; NADH coupling: 7%; RORA act: 10; Ecoli tolC: 3; HTR1E antagonist: 9

Results for Cc1cc(C)nc(SCc2nnc(SCC(=O)N3CCCc4ccccc43)n2C)n1 ?
SF1 activator: -3; MMP13 inh: -3; 5HT1E ag: 0.9; 5HT1a antag: -8; HTR1A agonist: 0.9; NADH coupling: 7%; RORA act: 17; Ecoli tolC: -1; HTR1E antagonist: -5

What do the screens show for `CC1CCCC(NC(=O)CSc2nnc(N)s2)C1C` (centres undefined)?
SF1 activator: -9; MMP13 inh: -7; 5HT1E ag: 0.6; 5HT1a antag: 0; HTR1A agonist: -2.4; NADH coupling: 3%; RORA act: -19; Ecoli tolC: -24; HTR1E antagonist: -5

Going on with the list:
Results for CCn1cc(S(=O)(=O)CC(=O)Nc2ccc3c(c2)OCCO3)c2ccccc21 ?
SF1 activator: 2; MMP13 inh: 4; 5HT1E ag: 0.0; 5HT1a antag: 10; HTR1A agonist: -0.1; NADH coupling: 6%; RORA act: 4; Ecoli tolC: 13; HTR1E antagonist: 1

How did COc1cccc(C(=O)OCn2nnc3ccccc3c2=O)c1OC do in these assays?
SF1 activator: 6; MMP13 inh: 1; 5HT1E ag: -0.3; 5HT1a antag: 14; HTR1A agonist: -0.2; NADH coupling: 1%; RORA act: 21; Ecoli tolC: 10; HTR1E antagonist: 33*

How did CC(C)(C)c1cc(NC(=O)COC(=O)c2ccc3c(=O)n4c(nc3c2)CCC4)n(-c2ccccc2)n1 do in these assays?
SF1 activator: 5; MMP13 inh: 1; 5HT1E ag: 4.8; 5HT1a antag: 0; HTR1A agonist: -2.6; NADH coupling: 4%; RORA act: 12; Ecoli tolC: -7; HTR1E antagonist: 5

How did CCCC(=O)Nc1nc2ccc(NC(=O)c3ccc(Br)o3)cc2s1 do in these assays?
SF1 activator: 44; MMP13 inh: 0; 5HT1E ag: 1.0; 5HT1a antag: 14; HTR1A agonist: -0.3; NADH coupling: 0%; RORA act: 25; Ecoli tolC: 2; HTR1E antagonist: 4

Screens as filed in PubChem.
